BaF3 parental: parental Ba/F3 cell viability inhibition, counter-screen for JAK2V617F inhibitor project, murine pro-B, CellTiter-Glo luminescence | CellTiter-Glo ATP luminescence | inhibition, % at 5.6 µM | actives 1.1% (n = 220,000) | AID 1486, 2009;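 active means inhibition above a per-campaign cutoff, the mean inhibition of all tested compounds plus 3 SD, cut at about 27% in these data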;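 further: 0% = DMSO wells and 100% = JAK Inhibitor I control wells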
Ba/F3 V617F tox: reduced viability of JAK2V617F-dependent Ba/F3 cells, primary screen, JAK2V617F inhibitor project, cell-based, Ba/F3 EpoR-JAK2V617F, luminescence. ATP luminescence. inhibition, % at 5.6 µM. actives 1.1% (n = 220,000);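 active means inhibition above the campaign mean plus 3 SD over all tested compounds, cut at about 24% in these data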;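 further: cytokine-independent growth of Ba/F3 cells driven by EpoR plus mutant JAK2; 0% = DMSO-treated cells and 100% = JAK inhibitor I control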
EP2 antag: human EP2 receptor antagonists, primary screen, TR-FRET cAMP, C6 glioma cells | Prostaglandin E2 receptor EP2 subtype (Homo sapiens), P43116 | C6 glioma cells expressing human EP2; cells stimulated with saturating PGE2 | inhibition, % at 25 µM | actives 0.52% (n = 260,000) | AID 1422, 2008;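 active means percent inhibition above 40 after rounding to a whole number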;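 further: rat C6 glioma host cells with rolipram phosphodiesterase inhibitor present; the protocol text gives 20 µM as final concentration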
Target sequence (P43116 whole entry, looked up): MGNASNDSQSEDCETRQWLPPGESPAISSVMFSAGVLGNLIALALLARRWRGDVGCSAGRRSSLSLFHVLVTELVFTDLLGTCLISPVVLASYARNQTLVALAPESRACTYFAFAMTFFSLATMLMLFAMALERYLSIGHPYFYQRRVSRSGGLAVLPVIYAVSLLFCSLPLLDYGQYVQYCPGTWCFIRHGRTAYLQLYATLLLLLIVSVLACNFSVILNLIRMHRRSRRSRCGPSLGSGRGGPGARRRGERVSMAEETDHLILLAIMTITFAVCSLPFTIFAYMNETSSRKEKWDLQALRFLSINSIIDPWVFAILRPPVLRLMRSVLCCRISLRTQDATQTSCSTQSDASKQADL
TbHK1 inh: Trypanosoma brucei hexokinase 1 inhibitors, primary screen, biochemical, G6PDH-coupled NADH absorbance, MLSCN library; hexokinase 1 [Trypanosoma brucei]; inhibition, % at 10 µM; actives 0.11% (n = 220,000); recombinant TbHK1, G6PDH-coupled NADH A340;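 active means inhibition of 50% or more in the single-dose primary screen; inactive means inhibition below 50%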
Furin inh: human furin inhibitors, primary screen, biochemical, fluorescence intensity; P09958; purified furin, fluorogenic substrate cleavage; inhibition, % at 30 µM; actives 0.061% (n = 220,000); AID 463115, 2010; in the data active means inhibition above about 25%; further: inactives centre near -15
Target sequence (P09958 108-714 limits assumed): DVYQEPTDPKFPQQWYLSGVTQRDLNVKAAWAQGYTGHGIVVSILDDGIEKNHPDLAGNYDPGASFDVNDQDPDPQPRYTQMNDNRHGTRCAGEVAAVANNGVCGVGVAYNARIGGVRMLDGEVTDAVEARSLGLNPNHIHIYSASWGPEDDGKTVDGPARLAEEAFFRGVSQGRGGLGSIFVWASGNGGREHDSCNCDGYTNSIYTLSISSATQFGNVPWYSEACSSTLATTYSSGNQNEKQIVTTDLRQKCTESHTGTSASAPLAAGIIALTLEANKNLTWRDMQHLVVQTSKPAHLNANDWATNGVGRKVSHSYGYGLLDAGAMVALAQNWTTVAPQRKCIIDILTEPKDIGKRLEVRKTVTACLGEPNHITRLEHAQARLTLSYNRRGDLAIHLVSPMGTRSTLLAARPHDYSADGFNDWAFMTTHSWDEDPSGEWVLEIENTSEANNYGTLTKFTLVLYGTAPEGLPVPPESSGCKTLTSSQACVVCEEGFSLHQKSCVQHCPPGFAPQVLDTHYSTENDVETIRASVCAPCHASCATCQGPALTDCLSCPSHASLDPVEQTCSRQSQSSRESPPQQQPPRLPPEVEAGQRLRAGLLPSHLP
RBBP9 inhibitor: human RBBP9 inhibitors, primary screen, biochemical, fluorescence polarization, FP-Rh probe, HTS. recombinant RBBP9. inhibition, % at 7.94 µM. actives 0.2% (n = 220,000). AID 1515, 2009;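 active means inhibition above the campaign mean of all tested compounds plus 3 SD, cut at about 14% in these data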;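 further: plate controls were DMSO wells with RBBP9 for no effect and wells lacking RBBP9 protein for full effect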
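system = RBBP9 protein | input = RBBP9 at 2.5 µM in dispensed solution, before mixing | measured by = fluorescence polarization (mP), excitation 525 nm, emission 598 nm | incubation = enzyme-compound preincubation 30 min, then probe labeling 45 min, 25 °C | buffer or medium = Tris-NaCl-Pluronic buffer, pH 8.0 | compound = single dose 7.94 µM | also added = FP-Rh probe, 375 nM dispensing solution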
PPC-1+TRAIL kill: compounds killing PPC-1 cancer cells with TRAIL present, primary screen, TRAIL potentiator project, ATPLite luminescence, uHTS. PPC-1 cells + TRAIL, ATPLite viability luminescence. cell killing (% activity), % at 4 µM. actives 0.41% (n = 220,000). AID 1443, 2008;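 active means cell killing above 50% in the first pass at 4 µM, then a duplicate retest at 5 µM averaging 50% or more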;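 further: plate controls were cells with TRAIL plus DMSO for no effect and medium-only wells lacking cells for full effect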
NCF1 inh: p47phox/p22phox peptide binding inhibitors, primary screen, biochemical, uHTS, NADPH oxidase regulatory subunit; fluorescence polarization, 2 h; actives 0.53% (n = 220,000); Neutrophil cytosol factor 1 (Homo sapiens), P14598; inhibition, % at 24.7 µM; AID 1274, 2008;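 active means inhibition above about 30%, limit read from the data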;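 further: 0% = p47phox with labelled peptide and 100% = labelled peptide alone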
p97 inhibitor: inhibitors of human p97 ATPase, primary screen, biochemical; Transitional endoplasmic reticulum ATPase (Homo sapiens), P55072; recombinant p97 ATPase, Kinase-Glo ATP luminescence, 3 h; inhibition, % at 8 µM; actives 0.42% (n = 220,000); in the data active means inhibition above about 15%;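 further: 0% = DMSO vehicle and 100% = wells lacking enzyme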
* hit, by the source's call; / = no result given; & = joins results of further samples; [ ] = dose if it differs, or a comment. The list is partial; count on the stated rates, not on these rows.

A first look:
SMILES | BaF3 parental | Ba/F3 V617F tox | EP2 antag | TbHK1 inh | Furin inh | RBBP9 inhibitor | PPC-1+TRAIL kill | NCF1 inh | p97 inhibitor
c1ccc(CC2CCCNC2)cc1 (stereo unspecified) | 0 | -2 | 7 | -1 | -7 | -4 | 23 | -10 | 1
Cc1c(S(=O)(=O)Nc2cc(Cl)ccc2Cl)c(=O)n(C)c(=O)n1C | 5 | -1 | 10 | -17 | -22 | -7 | -5 | -6 | -4

The whole of this part (from the top)
SMILES | BaF3 parental | Ba/F3 V617F tox | EP2 antag | TbHK1 inh | Furin inh | RBBP9 inhibitor | PPC-1+TRAIL kill | NCF1 inh | p97 inhibitor
c1ccc(CC2CCCNC2)cc1 (stereo unspecified) | 0 | -2 | 7 | -1 | -7 | -4 | 23 | -10 | 1
Cc1c(S(=O)(=O)Nc2cc(Cl)ccc2Cl)c(=O)n(C)c(=O)n1C | 5 | -1 | 10 | -17 | -22 | -7 | -5 | -6 | -4
O=C(NC1CCCCC1)c1sc(=S)n2c1[nH]c(=O)c1ccccc12 | 1 | -2 | 8 | -2 | -18 | -6 | -1 | -25 | 7
Cc1c(Cl)ccc2sc(NC(=O)CN3C(=O)c4ccccc4C3=O)nc12 | 1 | -1 | 2 | 4 | -7 | -1 | 17 | 2 | 2
CC(=O)Nc1nc(-c2ccccc2)c(-c2ccccc2)o1 | 3 | -3 | 5 | 2 | -5 | -5 | 4 | -10 | -4
CCOc1ccc(CN(C)CC(=O)Nc2cccc(C)c2)cc1OC | 4 | -3 | 4 | -2 | -20 | 0 | 24 | 3 | 1
CC(=O)Oc1c(/C=C(\C#N)C(N)=O)[nH]c2ccccc12 | 6 | 0 | 95* | -5 | 7 | 7 | 16 | -24 | 3
CCN(C(=O)c1ccc(S(C)(=O)=O)cc1)C12CC3CC(CC(C3)C1)C2 | 0 | 1 | 1 | -1 | -1 | -7 | 9 | -3 | -1
Cc1nc2ccccn2c1C(=O)NNS(=O)(=O)c1ccc(Cl)cc1 | 3 | 3 | 7 | -8 | -13 | -5 | -7 | -11 | -1
Cn1cnc2cc(NC(=O)c3cccs3)ccc21 | 7 | 3 | 4 | -5 | -11 | -1 | 24 | 1 | 5
COc1cc(C(=O)N2CCN(C(=O)CC(C)C)CC2)cc(OC)c1OC | 1 | 0 | 13 | -1 | -9[20 µM] | -3 | -9 | -13 | -5
c1ccc(CSC2=NCCCN2)cc1 | 5 | 0 | 8 | 0 | -16[20 µM] | -5 | 3 | -10 | 0
O=c1oc(-c2ccccc2F)nc2c1cnn2-c1ccccc1 | 6 | 4 | 7 | 2 | -12[20 µM] | -3 | 16 | -7 | -1
Cc1ccc(-c2nc(N)n(S(=O)(=O)c3ccc(C)cc3)n2)cc1 | 1 | -3 | 5 | -3 | -16 | 1 | 10 | -3 | 3
O=C1c2ccccc2C(=O)N1c1ccc(S(=O)(=O)N2CCN(c3ccccc3)CC2)cc1 | 1 | 0 | 10 | 2 | -9 | -9 | 16 | -3 | -1
Cc1cc(C)c(S(=O)(=O)c2ccc(Cl)cc2C)c(Cl)n1 | 2 | -4 | 5 | 0 | -20 | -4 | 16 | -7 | 2
Cc1ccccc1NC(=O)c1ccc2snnc2c1 | 1 | 1 | 6 | 1 | -5 | -2 | -2 | 0 | 2
CC(C)c1ccc(/C=N/NC(=O)c2cccc(Cl)c2)cc1 | 1 | 0 | 16 | 1 | -24 | -6 | -6 | 1 | -1
COc1ccc(NC(=O)Cn2nnc(-c3ccccc3F)n2)cc1Cl | 6 | -1 | 25 | 4 | -17[20 µM] | -8 | 0 | -9 | 0
O=C(NCCCn1ccnc1)c1ccco1 | 0 | -4 | 3 | -2 | -9[20 µM] | -9 | 6 | -13 | 8
CC(CCc1ccccc1)NC(=O)CSc1nccc(=O)[nH]1 (stereo unspecified) | 7 | 4 | 17 | 4 | -6 | -7 | 0 | -7 | -4
CCCC(=O)NC(c1ccco1)c1cc([N+](=O)[O-])c2cccnc2c1O (stereo unspecified) | 7 | 2 | 10 | -5 | -26 | 8 | 4 | 1 | 10
CCCCc1cc(=O)oc2cc(OCC(=O)N(CC)CC)ccc12 | 8 | 3 | 1 | -10 | -27 | -1 | -2 | -3 | -1
Cc1ccccc1OCC(=O)Nc1ccccc1-c1ccccc1NC(=O)COc1ccccc1C | 6 | -3 | 9 | 12 | -23 | 2 | 48 | -19 | 1
CCOC(=O)Cc1csc(SCC(=O)Nc2cccc(C#N)c2)n1 | 1 | -2 | 4 | 9 | -6 | -8 | 24 | -10 | -1
COCCNC(=O)C(=O)NCC1OCCCN1S(=O)(=O)c1cccs1 (stereo unspecified) | 8 | 2 | 5 | -1 | -15 | 0 | 9 | -14 | 5
COc1ccc(C(=O)N2CCN(C(C)=O)CC2)cc1S(=O)(=O)NCc1ccc(Cl)cc1 | 2 | 1 | 6 | 44 | -7 | 0 | -1 | -1 | 1
CC1=C(C(=O)NCCN2CCOCC2)C2(CCC(C)CC2)OC1=O (stereo unspecified) | -1 | -3 | 4 | 4 | -6 | -2 | -34 | -15 | 4
CN1C(=O)CC(c2cn(Cc3ccccc3)c3ccccc23)C1=O (stereo unspecified) | -2 | 2 | 8 | -10 | -12 | 13 | -3 | -24 | 9
Cc1ccc(S(=O)(=O)Nc2nc3ccccc3nc2NCc2ccc3c(c2)OCO3)cc1C | 7 | -1 | 8 | 1 | -13 | 0 | 4 | -2 | 4
Cc1noc(C)c1S(=O)(=O)N(CC(=O)NCc1ccc(Cl)cc1)c1ccc2c(c1)OCO2 | 1 | -1 | 15 | -7 | -16 | -10 | -1 | -21 | -5
Cc1ccc(C(=O)Nc2ccccc2-c2ccccc2)cc1S(=O)(=O)Nc1cccc(C)c1C | 3 | 0 | 10 | 3 | -20[20 µM] | -22 | 12 | -4 | 4
COc1ccccc1N(CC(O)Cn1nc(C)cc1C)S(=O)(=O)c1ccccc1 (stereo unspecified) | 5 | -1 | 5 | -1 | -21 | 3 | 16 | -1 | 3
Cc1c(NC(=O)CSc2cccc3cccnc23)c(=O)n(-c2ccccc2)n1C | 0 | 0 | 10 | -10 | -6[20 µM] | 1 | 38 | -5 | -1
CCOC(=O)c1cc(C#N)c(SC)nc1C | 0 | -5 | 9 | -14 | -12 | 12 | 5 | -2 | 8
CC1=C(C)CC(C(=O)NC(C)CCc2ccccc2)C(C(=O)O)C1 (stereo unspecified) | 3 | 0 | 10 | -7 | -15 | 6 | 7 | 1 | 0
COc1ccc(OC)c(NC(=O)CC(NCCC2=CCCCC2)C(=O)O)c1 (stereo unspecified) | 3 | 0 | 4 | -2 | -4[20 µM] | -5 | 11 | -8 | -1
CCOc1cc(C(=S)N2CCCCC2)ccc1OCC(=O)NCc1ccccc1 | 4 | -2 | 13 | -5 | -17[20 µM] | 13 | 0 | -5 | -1
Cc1cccc(CSCCNC(=O)Nc2ccccc2)c1 | 5 | 6 | 8 | 33 | -7 | -6 | -1 | -2 | -6
COc1ccc(C2C(C(=O)O)CC(=O)N2C2CCCCC2)cc1 (stereo unspecified) | 4 | 4 | 5 | -5 | -5[20 µM] | -3 | -1 | -14 | -6
CC(C)(CNC(=O)c1ccc([N+](=O)[O-])c(Cl)c1)CNC(=O)c1ccc([N+](=O)[O-])c(Cl)c1 | 4 | 1 | 12 | -5 | -5[20 µM] | -11 | 28 | -14 | 1
CCS(=O)(=O)NCC(c1cccnc1)N1CCN(c2ccc(F)cc2)CC1 (stereo unspecified) | 2 | -4 | 13 | -5 | -11 | -6 | 8 | -22 | 0
O=C(C[n+]1ccc(C(=O)NCCCO)cc1)c1cccc(Br)c1 | 1 | -1 | 7 | -14 | -20 | 63* | -10 | -10 | 2
C=CCn1cccc(C(=O)Nc2ccc(OC)c(OC)c2)c1=O | 0 | 0 | 5 | -24 | -4 | 2 | -14 | -4 | 3
COc1ccc(S(=O)(=O)N2CCN(CC(=O)Nc3ccc(C)c(F)c3)CC2)cc1 | 3 | -5 | 5 | -1 | -22[20 µM] | -3 | -2 | -2 | 5
Cc1ccc(NC(=O)CCn2c(=O)oc3ccccc32)c(C)c1 | 6 | 2 | 11 | 7 | -23 | -7 | -1 | 7 | 2
Cc1nn(-c2ccccc2)c(C)c1CCC(=O)O | 0 | -5 | 3 | -2 | -21 | 5 | -2 | -7 | 10
CCc1[nH]nc2c1C1(CCN(C(=O)c3ccccc3)CC1)C(C#N)=C(N)O2 | 5 | 2 | 10 | -1 | -11[20 µM] | -1 | -18 | -14 | -2
CCCCn1c(=O)c(CCC(=O)OCC(=O)NC(=O)NCCC(C)C)nc2ccccc21 | 3 | 0 | 4 | -6 | -30 | 2 | 17 | -7 | 5
Cc1nn(-c2ccccc2)c(N2CCCC2)c1/C=N/NC(=S)Nc1ccccc1C(F)(F)F | 5 | -2 | 12 | -2 | -8 | 3 | 11 | -12 | 4
(list continues)
SMILES | BaF3 parental | Ba/F3 V617F tox | EP2 antag | TbHK1 inh | Furin inh | RBBP9 inhibitor | PPC-1+TRAIL kill | NCF1 inh | p97 inhibitor
Cc1ccc(NC(=O)C2CC(=O)Nc3ncnn32)c(C)c1 (stereo unspecified) | -12 | -2 | 3 | -13 | -23 | 6 | 17 | -6 | 4
Cc1ccc(C)c(OCCn2cc(/C=C(\C#N)C(=O)NCc3ccco3)c3ccccc32)c1 | 5 | 1 | 4 | 30 | -5 | -18 | -8 | -54 | -7
CCCCn1nc2cc(C(=O)NCc3cc(C(F)(F)F)cc(C(F)(F)F)c3)ccc2c1OCC | -5 | -2 | 7 | 2 | -13[20 µM] | -2 | -4 | 2 | 0
Cc1ccccc1OCCCC(=O)Nc1nncs1 | 6 | -2 | 9&5 | -4 | -26 | -8 | 19 | -6 | 5
COc1ccc(CC2(CO)CCN(CC3=Cc4cc(Cl)ccc4OC3)CC2)cc1 | 39* | 37* | 15 | -14 | -27 | 2 | / | 4 | -2
CC1CCCCN1C(=O)/C(=C\c1ccccc1)c1ccccc1 (stereo unspecified) | 3 | 1 | -1 | -1 | -8[20 µM] | -6 | -13 | -10 | -1
COCCNC(=O)CCCn1c(=O)c2cc(OC)c(OC)cc2n(CC(=O)NCCC2=CCCCC2)c1=O | 2 | -1 | 7 | -7 | -16 | 2 | 5 | -6 | 0
COc1cc(OC)cc(C(=O)NC(=S)N2CCCCCC2)c1 | 6 | -3 | 3 | 7 | -25 | -4 | 12 | -19 | 7
CCOC(=O)c1oc2ccccc2c1NC(=O)c1cccc(OC)c1OC | 5 | -4 | 10 | -3 | -24[20 µM] | -7 | -8 | -7 | -3

Among those listed so far, these have a nitro group on carbon.
SMILES | BaF3 parental | Ba/F3 V617F tox | EP2 antag | TbHK1 inh | Furin inh | RBBP9 inhibitor | PPC-1+TRAIL kill | NCF1 inh | p97 inhibitor
CCCC(=O)NC(c1ccco1)c1cc([N+](=O)[O-])c2cccnc2c1O (stereo unspecified) | 7 | 2 | 10 | -5 | -26 | 8 | 4 | 1 | 10
CC(C)(CNC(=O)c1ccc([N+](=O)[O-])c(Cl)c1)CNC(=O)c1ccc([N+](=O)[O-])c(Cl)c1 | 4 | 1 | 12 | -5 | -5[20 µM] | -11 | 28 | -14 | 1
